# Source: PubChem BioAssay
# TRHR PAM – TRH receptor (human) allosteric enhancement | enhancement, % at 2 µM | TRHR cells, fluo-8 calcium fluorescence, EC20 TRH enhancement | P34981 | AID 493056 | actives 0.66% (n = 360,000); in the data active means enhancement above about 30%; further: 0% is about no effect
#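 TRHR-expressing cells loaded with fluo-8 calcium dye were read kinetically (ex 480/em 530) during compound addition, then stimulated with an EC20 of TRH (10 nM final). Enhancement of the Gq-mediated intracellular calcium response was scored.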
# D2 antag – D2 dopamine receptor (human) antagonism; HEK293 TREx D2 cells, calcium flux, dopamine EC80; inhibition, % at 10 µM; actives 2% (n = 340,000); in the data active means inhibition above about 30%; further: 0% is about no effect
# Target sequence (P14416 whole entry, looked up): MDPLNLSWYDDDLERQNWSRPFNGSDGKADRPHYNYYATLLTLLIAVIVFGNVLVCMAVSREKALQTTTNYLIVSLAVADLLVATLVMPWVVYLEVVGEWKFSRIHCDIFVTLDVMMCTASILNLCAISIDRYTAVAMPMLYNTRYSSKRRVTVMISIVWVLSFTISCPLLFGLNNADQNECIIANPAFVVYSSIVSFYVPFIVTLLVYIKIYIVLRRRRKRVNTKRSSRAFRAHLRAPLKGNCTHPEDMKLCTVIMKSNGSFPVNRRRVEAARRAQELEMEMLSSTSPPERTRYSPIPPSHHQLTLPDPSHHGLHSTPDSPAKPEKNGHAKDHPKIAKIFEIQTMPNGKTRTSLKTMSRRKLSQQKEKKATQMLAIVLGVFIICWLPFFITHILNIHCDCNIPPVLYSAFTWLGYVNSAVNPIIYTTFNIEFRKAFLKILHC
#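 Compounds are added to dye-loaded, induced HEK293 T-REx cells coupled to calcium release via D2; after a 3 min kinetic read an EC80 dopamine stimulus is given and fluorescence is recorded for 3 more min.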
# D2 PAM – positively modulates the human D2 dopamine receptor allosterically; HEK293 T-REx D2, calcium flux, EC20 dopamine potentiation; potentiation, % at 10 µM; actives 0.34% (n = 340,000); AID 485347;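 active means potentiation over 3 SD above the plate norm, cut at about 30% in these data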; further: 0% is about no effect
#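 Cells plated with tetracycline inducer and held overnight at 30 C; calcium dye loaded 30–90 min at room temperature; baseline taken, compound added and read 180 s; EC20 dopamine then added and read 180 s.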
# D1 antag – antagonists of human D1 dopamine receptor. AID 504652. activity change, negative = inhibition, % at 10 µM. actives 3.2% (n = 360,000). HEK293 TREx D1 cells, calcium flux, dopamine EC80; hits give low values; in the data active means activity change below about -30%; further: on the % scale 0 is the no-effect control and ±100 the full control effect
# Target sequence (P21728 whole entry, looked up): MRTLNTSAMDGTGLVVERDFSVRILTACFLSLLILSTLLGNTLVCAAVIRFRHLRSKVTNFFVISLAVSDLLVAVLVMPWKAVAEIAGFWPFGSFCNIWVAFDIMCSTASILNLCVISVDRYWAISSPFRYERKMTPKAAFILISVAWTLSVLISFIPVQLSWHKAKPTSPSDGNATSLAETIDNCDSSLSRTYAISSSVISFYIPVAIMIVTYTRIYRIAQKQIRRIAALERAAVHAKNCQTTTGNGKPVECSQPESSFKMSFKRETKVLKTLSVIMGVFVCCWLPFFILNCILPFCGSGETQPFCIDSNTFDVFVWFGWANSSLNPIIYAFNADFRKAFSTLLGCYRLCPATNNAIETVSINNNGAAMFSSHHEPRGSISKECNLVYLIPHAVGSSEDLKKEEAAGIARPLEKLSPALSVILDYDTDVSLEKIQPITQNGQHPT
#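 Allosteric or orthosteric antagonism assessed as attenuation of the calcium response to EC80 dopamine, added 180 s after compound, in induced HEK293 Trex D1 cells loaded with no-wash calcium dye.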
# TRHR agonist – agonists of human TRH receptor. P34981. TRHR cells, calcium flux fluo-8, FDSS agonist mode. activation, % at 2 µM. actives 0.18% (n = 360,000); further: 0% is about no effect
#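 TRHR-expressing cells loaded with fluo-8 calcium dye; 23 nL library compound pin-transferred, kinetic FDSS fluorescence (Ex 480/Em 530) recorded about 180 s for agonist-induced calcium release, before a 10 nM TRH EC20 addition for potentiator mode.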
# D1 ag – activates the human D1 dopamine receptor | activation, % at 2 µM | P21728 | HEK293 T-REx D1 cells, calcium flux, agonist mode | actives 1% (n = 360,000); further: 0% is about no effect
#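 Tetracycline-induced HEK293 TREx D1 cells, force-coupled to calcium signalling, were dye-loaded with a no-wash calcium kit. Compound was pin-added after a 10 s baseline. Fluorescence was read kinetically at 1 cycle/s for 180 s, with calcium rises flagged as agonism.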
# D1 potentiator – enhances dopamine response at the human D1 receptor; P21728; HEK293 TREx D1 cells, calcium flux, dopamine EC20 potentiation; potentiation, % at 10 µM; actives 0.036% (n = 360,000); in the data active means potentiation above about 30%; further: 0% is about no effect
# D2 agonist – D2 dopamine receptor (human) agonism | actives 0.53% (n = 340,000) | P14416 | HEK293 T-REx D2 cells, calcium flux agonist mode | activation, % at 2 µM;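 active means activation over 3 SD above normal in the single-dose calcium agonist read, cut at about 30% in these data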; further: 0% is about no effect
#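 Calcium-flux readout, 1 cycle/sec over 180 s following compound pin transfer, in inducible HEK293 Trex D2 cells (force-coupled); dopamine controls included. Positive calcium responses during this window marked compounds as potential agonists.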
# RXFP1 antag – antagonists of human relaxin receptor RXFP1. activity change, negative = inhibition, % at 57.5 µM. actives 0.59% (n = 350,000). Q9HBX9. HEK293-RXFP1, relaxin-stimulated cAMP HTRF, 30 min; hits give low values;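 active means activity change of -60% or lower, but not beyond a set lower limit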; further: on the % scale 0 is the no-effect control and ±100 the full control effect
# * = called active by the depositor; x = no result given; & = joins results of further samples. Unless noted, no stated cut-off is given here; in the data, active means activation above about 30%; inactive means the rest. Rows were taken by chance. About 7.1% of those tested had a hit in this group.
entry	structure	TRHR PAM	D2 antag	D2 PAM	D1 antag	TRHR agonist	D1 ag	D1 potentiator	D2 agonist	RXFP1 antag
1	CCCCc1cc(=O)oc2cc(C)cc(OCC(=O)NCc3ccncc3)c12	-7	0	-5	-11	0.3	4	-5	-0.3	30
2	Cc1onc(-c2ccccc2)c1C(=O)NCc1ccccn1	-1	-6	13	-1	0.1	1	-3	0.3	-12
3	CC(=O)NCc1ccc(C(=O)CN2C(=O)NC3(CCCCC3C)C2=O)s1 (stereo not drawn)	-1	-11	8	-16	0.1	3	-2	-1.1	5
4	[O-]C1=N/[N+](=C/c2ccc(Cl)c(Cl)c2)CC1	5	-13	-2	-6	0.3	1	6	0.6	-9
5	CC(C)c1ccccc1OCCNS(C)(=O)=O	0	-1	-5	2	-0.5	1	-1	0.6	-6
6	CCN1C(C(=O)c2ccccc2)=C(OC(=O)c2ccc(OC)cc2)c2ccccc2S1(=O)=O	-4	x	5	20	1.4	13	-2	0.9	-10
7	Cc1cc(S(=O)(=O)N2CCN(c3ccc(F)cc3)CC2)ccc1-n1cnnn1	-2	18	10	-10	-0.1	3	-8	0.2	-20
8	N#Cc1ccc(CSCC(=O)NN=C2CCCC2)cc1	0	8	x	-5	-0.1	1	-4	-0.3	-22
9	COc1ccccc1NC(=O)c1ccc(CSc2ncccn2)cc1	3	x	x	10	-0.2	2	-1	x	x
10	CCCCC1NC(C(=O)O)CS1 (stereo not drawn)	2	0	4	7	0.5	5	2	0.7	3
11	CC(Cc1ccccc1)C(=O)NCCO (stereo not drawn)	5	-11	3	-8	-0.4	-3	-5	-1.1	x
12	O=C(CCNC(=O)c1ccco1)Nc1ccc(Cl)cc1	9	18	7	-13	-0.4	1	1	-0.1	0

# One compound at a time, as listed above. Screens in order: TRHR PAM, D2 antag, D2 PAM, D1 antag, TRHR agonist, D1 ag, D1 potentiator, D2 agonist, RXFP1 antag
# Record of COc1ccccc1NC(=O)c1ccc(CSc2ncccn2)cc1 : 3, x, x, 10, -0.2, 2, -1, x, x
# Record of [O-]C1=N/[N+](=C/c2ccc(Cl)c(Cl)c2)CC1 : 5, -13, -2, -6, 0.3, 1, 6, 0.6, -9

# Other structures follow:
entry	structure	TRHR PAM	D2 antag	D2 PAM	D1 antag	TRHR agonist	D1 ag	D1 potentiator	D2 agonist	RXFP1 antag
13	C=CCSc1nc2c(c(=O)[nH]c(=O)n2C)n1C(C)C	-1	x	1	-2	-0.3	0	0	x	11
14	COc1ccc(C2(C)NC(=O)N(CC(=O)c3ccc4c(c3)OCO4)C2=O)cc1 (stereo not drawn)	3	-3	-4	-21	5.0	39*	4	0.9	-1
15	COc1cc(OC)c(C2Nc3c(C)cccc3-c3cc(C)nn32)cc1OC (stereo not drawn)	31*	x	14	-7	-0.7	3	-5	0.3	-2
16	CCN1CCc2c(C#N)c(N3CCCCC3)nc(N3CCOCC3)c2C1	-10	-1	-4	-7	0.7	1	-2	0.2	3
17	CC1CCN(c2c(NCC3CCC(C(=O)N4CCCC(C)C4)CC3)c(=O)c2=O)CC1 (stereo not drawn)	-4	-11	-1	12	-0.4	0	x	-0.4	x
18	CC(C)(C)c1ccc(S(=O)(=O)N2CCN(c3ccccn3)CC2)cc1	-3	-6	-3	0	0.0	3	-5	-1.0	-11
19	COc1ccc(N2CCN(CCCNC(=O)C(=O)c3c(C)n(C)c4ccccc34)CC2)cc1	3	-5	1	17	-0.1	2	3	-0.6	21
20	COc1cc(C(=O)N2CCC(c3nc4ccccc4s3)CC2)cc(OC)c1OC	-2	x	7	-9	0.4	-2	0	-0.2	1
21	CC(C)Cc1nc(N2CCN(C(=O)c3ccco3)CC2)c(C#N)c2c1CCCC2	-11	x	x	-5	1.8	9	4	x	-22
22	Cc1cccc(NC(=O)c2ccc3snnc3c2)c1C	10	x	-2	2	0.3	-1	4	-0.3	x
23	N#CCSc1nc(-c2ccccc2)nc2ccccc12	2	1	8	21	0.2	5	-5	-0.5	-2
24	S=C(NCc1ccccc1)NCC1COc2ccccc2O1 (stereo not drawn)	1	11	-17	-22	0.5	5	-12	0.6	20

# Shown as a hit in D1 ag, of those listed so far:
no.	Structure	TRHR PAM	D2 antag	D2 PAM	D1 antag	TRHR agonist	D1 ag	D1 potentiator	RXFP1 antag
14	COc1ccc(C2(C)NC(=O)N(CC(=O)c3ccc4c(c3)OCO4)C2=O)cc1 (stereo not drawn)	3	-3	-4	-21	5.0	39*	4	-1

# New compounds follow.
entry	structure	TRHR PAM	D2 antag	D2 PAM	D1 antag	TRHR agonist	D1 ag	D1 potentiator	D2 agonist	RXFP1 antag
25	O=C(CN1CCN(Cc2ccccc2)CC1)N/N=C/c1ccco1	-2	7	4	-11	0.2	3	-2	-0.6	1
26	CCc1cc2c(NCCO)ncnc2s1	4	-13	-4	-5	0.1	1	7	-0.3	-7
27	O=C(Nc1ccc(N2CCN(C(=O)c3ccco3)CC2)c(Cl)c1)c1cccs1	-3	-3	2	2	-0.4	3	-2	-0.1	-9
28	CCCc1c(O)nc(SCC(=O)N2CCCCC2)[nH]c1=O	-4	9	5	1	0.9	8	0	0.7	5
29	COCCN(C(=O)CSc1n[nH]c(-c2ccccc2)n1)c1c(N)n(Cc2ccccc2)c(=O)[nH]c1=O	7	-3	-6	3	1.3	7	6	0.4	-11
30	CC1CCCC(NC(=O)COC(=O)CCC2CCCC2)C1C (stereo not drawn)	0	3	3	-27	-0.4	18	-8	-1.2	-8
31	CCN(CC)C(=O)c1c(Cl)nc(C)c([N+](=O)[O-])c1C	3	1	1	4	0.2	2	2	2.4	-8
32	COc1ccc(CCNCC(O)COc2cccc(Br)c2)cc1OC (stereo not drawn)	-4	-11	-19	-26	0.4	3	0	7.3	-20
33	Cc1ccc(C(=O)Nc2ncc(Cc3ccc(F)cc3)s2)o1	5	3	3	-6	0.4	4	-1	0.0	-2
34	CCc1cccc(C)c1NC(=O)CC1Oc2ccc(C)cc2NC1=O (stereo not drawn)	4&1	-19	-3&-6	12&22	0.5&0.4	4&1	0&-2	0.1&0.9	-4&-4
35	CCC1(NC(C)=O)CC2CC1CC2NC(C)=O (stereo not drawn)	3	38*	-19	13	0.9	-1	8	0.1	2
36	Cc1nc(N2CCCC2)c2c(C(=O)N3CCN(c4cccc(Cl)c4)CC3)c(C)oc2n1	-11	x	-11	6	-0.9	1	1	-1.4	-11
37	CCN(C(=O)Nc1cccc(Cl)c1)c1ccccc1	1	7	11	2	-0.6	1	2	-0.1	-8
38	COc1cccc(NC(=O)CSc2nnc(Cc3cccn3C)n2-c2ccc(F)cc2)c1	-5	-18	-7	-5	0.3	-1	16	0.6	-19
39	COc1ccc(-c2cc(C(=O)N3CCOCC3)c3cc(C)ccc3n2)cc1	2	-32	-3	11	0.1	-1	0	0.7	3
40	Oc1c(Cl)cc(Cl)c2cccnc12	3	3	3	14	1.0	6	0	1.5	1&17
41	CN(Cc1ccccc1)C(=O)COc1cc(=O)n(C)c2ccccc12	-1	1	-6	6	-0.4	0	-1	0.3	7
42	O=C(Nc1nccs1)c1cccc(S(=O)(=O)N2CCOCC2)c1	7	-4	-8	3	0.1	3	1	-0.5	-9
43	O=C(c1ccc(S(=O)(=O)N2CCCCCC2)cc1)N1CCCC(C(F)(F)F)C1 (stereo not drawn)	-4	6	-5	13	0.2	5	-4	0.3	7
44	O=C(NNC(=S)Nc1ccccc1)c1cc(Br)ccc1Cl	0	-8	13	-14	0.1	20	-2	1.3	0
45	COc1ccc(OC)c(NC(=O)c2ccccc2NS(=O)(=O)c2cccc3cccnc23)c1	25	12	5	-8	-1.8	7	-5	-0.4	2
46	CCOc1cc(/C=C(\CC(=O)O)c2nc3ccccc3s2)ccc1OC	2	-3	4	-8	0.3	1	-7	1.0	-12
47	CCN1C(=O)C(CC(=O)Nc2ccc(OC)cc2)N(CCc2ccccc2)C1=S (stereo not drawn)	2	10	3	-19	1.8	6	-3	2.2	-6
48	COC(=O)Cc1c(O)ccn(CCc2c[nH]c3ccc(OC)cc23)c1=O	5	6	-6	1	-0.2	1	-4	-0.2	-2

# Just D1 potentiator, D1 ag and TRHR agonist, for five of the compounds above:
No.	molecule	D1 potentiator	D1 ag	TRHR agonist
43	O=C(c1ccc(S(=O)(=O)N2CCCCCC2)cc1)N1CCCC(C(F)(F)F)C1 (stereo not drawn)	-4	5	0.2
44	O=C(NNC(=S)Nc1ccccc1)c1cc(Br)ccc1Cl	-2	20	0.1
45	COc1ccc(OC)c(NC(=O)c2ccccc2NS(=O)(=O)c2cccc3cccnc23)c1	-5	7	-1.8
46	CCOc1cc(/C=C(\CC(=O)O)c2nc3ccccc3s2)ccc1OC	-7	1	0.3
47	CCN1C(=O)C(CC(=O)Nc2ccc(OC)cc2)N(CCc2ccccc2)C1=S (stereo not drawn)	-3	6	1.8

# By substructure: the entries above with a furan ring, fused or not (6)
entry	structure	TRHR PAM	D2 antag	D2 PAM	D1 antag	TRHR agonist	D1 ag	D1 potentiator	D2 agonist	RXFP1 antag
12	O=C(CCNC(=O)c1ccco1)Nc1ccc(Cl)cc1	9	18	7	-13	-0.4	1	1	-0.1	0
21	CC(C)Cc1nc(N2CCN(C(=O)c3ccco3)CC2)c(C#N)c2c1CCCC2	-11	x	x	-5	1.8	9	4	x	-22
25	O=C(CN1CCN(Cc2ccccc2)CC1)N/N=C/c1ccco1	-2	7	4	-11	0.2	3	-2	-0.6	1
27	O=C(Nc1ccc(N2CCN(C(=O)c3ccco3)CC2)c(Cl)c1)c1cccs1	-3	-3	2	2	-0.4	3	-2	-0.1	-9
33	Cc1ccc(C(=O)Nc2ncc(Cc3ccc(F)cc3)s2)o1	5	3	3	-6	0.4	4	-1	0.0	-2
36	Cc1nc(N2CCCC2)c2c(C(=O)N3CCN(c4cccc(Cl)c4)CC3)c(C)oc2n1	-11	x	-11	6	-0.9	1	1	-1.4	-11

# Next section
entry	structure	TRHR PAM	D2 antag	D2 PAM	D1 antag	TRHR agonist	D1 ag	D1 potentiator	D2 agonist	RXFP1 antag
49	O=C(NNC(=O)C1CCCCC1)C(=O)NC1CCCCC1	-2	-7	0	0	0.5	2	-1	0.5	-21
50	COc1ccccc1C(=O)NCCC(=O)Nc1ccc(S(=O)(=O)N2CCCC(C)C2)cc1 (stereo not drawn)	-6	-9	-5	9	-0.5	0	-2	-0.1	-9
51	CC(OC(=O)c1c2c(nc3ccccc13)/C(=C\c1ccc3c(c1)OCO3)CCC2)C(=O)Nc1ccc(S(N)(=O)=O)cc1 (stereo not drawn)	1	8	7	-5	96*	17	2	100*	0
52	CCN(CC)S(=O)(=O)c1ccc(Cl)c(C(=O)NC2CCN(Cc3ccccc3)CC2)c1	-1	26	-20	-8	-0.2	6	-5	0.0	7
53	COc1ccccc1CN(Cc1ccco1)c1cnc(S(C)(=O)=O)nc1C(=O)Nc1cc(C)ccc1C	-2	x	13	-2	0.6	1	1	2.8	-14
54	O=C(c1cccc(S(=O)(=O)N2CCOCC2)c1)N1CCCCCC1	1	7	-7	10	0.1	0	2	0.3	0
55	O=C(Cc1cccs1)Nc1cccc(-c2nc3ccccc3o2)c1	-1	2	1	-47*	4.5	2	0	-0.8	-4
56	Cc1n[nH]c(=O)c2c(NC(=O)COC(=O)Cc3c(F)cccc3Cl)oc(C)c12	13	-14	-18	1	-0.3	2	-2	-0.9	4
57	O=C(CCN1C(=O)/C(=C/c2ccccc2Cl)SC1=S)NNC(=O)c1ccccc1O	0	-26	2	-7	-0.3	5	-1	-0.2	-71*
